Screening data from PubChem.
SNCA expr inhib: reduces expression of the alpha-synuclein gene. HEK-293 SNCA-luciferase knock-in, luminescence, 24 h. Potency, µM (titrated, usually from 57.2 µM), inactives show at the highest dose activity change, negative = inhibition, hits mostly inhibitors. actives 0.17% (n = 140,000);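 note: potency is the fitted concentration of half-maximal effect; plate controls were DMSO cells for no effect and cell-free wells for full effect; nearly all actives have a fitted effect of over 45% in size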
SNCA viab count: counter-screen for SNCA expression inhibitors: cell viability; HEK-293-SNCA-luc viability, GF-AFC fluorescence, 24 h; Potency, µM (series often up to 57.1 µM), for inactives: top-dose activity change, negative = cytotoxicity, usual class: cytotoxic; actives 0.12% (n = 150,000); AID 1671193;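 note: potency is the fitted concentration of half-maximal effect; 0% = DMSO-treated cells and -100% = medium-only wells without cells; nearly all actives have a fitted effect of over 30% in size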
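Cytotoxicity counterscreen: after 24 h compound treatment of genome-edited SNCA-luciferase HEK-293 cells, live-cell protease substrate GF-AFC read by fluorescence after 30 min; activity scaled between DMSO (0%) and medium-only (-100%), curves Hill-fitted.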
FLuc inh: Photinus pyralis luciferase inhibition | actives 2.5% (n = 76,000) | Potency, µM (series often up to 115 µM), without a hit: top-dose activity change, negative = inhibition, actives largely listed as inhibitors | purified P. pyralis luciferase, luminescence, biochemical | P08659; note: potency is the fitted concentration of half-maximal effect; nearly all actives have a fitted effect of over 65% in size
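Luminescence read by CCD imager after adding enzyme (10nM final) to wells holding compound, titrated in qHTS. Substrates 10uM each D-luciferin and ATP; buffer 50mM Tris acetate pH 7.5, 10mM Mg acetate, Tween-20, BSA.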
HEK cytotox: cytotoxic compounds in HEK 293 cells; Potency, µM (top dose mostly 115 µM), without a hit: at the top dose activity change, negative = cytotoxicity, hits mostly inhibitors; actives 6.6% (n = 94,000); AID 1345083; HEK 293 viability, ATP luminescence (CellTiter-Glo), 48-72 h; note: potency is the fitted concentration of half-maximal effect; nearly all actives have a fitted effect of over 60% in size
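Pintool-delivered compounds were incubated with HEK 293 cells (250 cells/well) at 37 degree Celsius for 48 or 72 hr. ATP-dependent luminescence (CellTiter-Glo) then reported remaining viable cells.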
IP6K1 inh: IP6K1 kinase inhibition; IP6K1 kinase, ADP-Glo luminescence, 2 h; stronger effect = lower value; activity change, % (series mostly up to about 58 µM); AID 1645851; actives 0.81% (n = 140,000); Q92551; in the data active = activity change below about -25%
Target sequence (Q92551 whole entry, looked up): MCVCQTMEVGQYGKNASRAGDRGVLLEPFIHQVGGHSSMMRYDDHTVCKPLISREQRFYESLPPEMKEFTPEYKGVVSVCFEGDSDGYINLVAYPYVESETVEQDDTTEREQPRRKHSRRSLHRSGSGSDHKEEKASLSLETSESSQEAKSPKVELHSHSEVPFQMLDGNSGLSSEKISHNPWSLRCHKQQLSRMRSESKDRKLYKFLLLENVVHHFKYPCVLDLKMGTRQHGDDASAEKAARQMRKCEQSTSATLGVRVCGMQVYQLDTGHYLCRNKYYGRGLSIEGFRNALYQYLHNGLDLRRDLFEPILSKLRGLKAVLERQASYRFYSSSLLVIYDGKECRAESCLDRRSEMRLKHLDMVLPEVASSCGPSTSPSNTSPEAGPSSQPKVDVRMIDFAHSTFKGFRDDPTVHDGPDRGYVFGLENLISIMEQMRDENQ
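ADP-Glo luminescence measures ADP made by human IP6K1 during a 2 h RT reaction with ATP/IP6 (mix at 1.3 mM/130 uM); top library doses 57.5 and 19.1 uM final.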
GPT2 inhibitor: blocks human glutamate pyruvate transaminase 2 | Recombinant GPT2, coupled pyruvate oxidase/HRP Amplex Red fluorescence | actives 0.25% (n = 100,000) | Q8TD30 | Potency, µM (series often up to 57.7 µM), for the others: top-dose activity change, negative = inhibition, most hits filed as inhibitors; note: potency is the fitted concentration of half-maximal effect; nearly all actives have a fitted effect of over 60% in size; many of its hits are not listed in these tables
Target sequence (Q8TD30 whole entry, looked up): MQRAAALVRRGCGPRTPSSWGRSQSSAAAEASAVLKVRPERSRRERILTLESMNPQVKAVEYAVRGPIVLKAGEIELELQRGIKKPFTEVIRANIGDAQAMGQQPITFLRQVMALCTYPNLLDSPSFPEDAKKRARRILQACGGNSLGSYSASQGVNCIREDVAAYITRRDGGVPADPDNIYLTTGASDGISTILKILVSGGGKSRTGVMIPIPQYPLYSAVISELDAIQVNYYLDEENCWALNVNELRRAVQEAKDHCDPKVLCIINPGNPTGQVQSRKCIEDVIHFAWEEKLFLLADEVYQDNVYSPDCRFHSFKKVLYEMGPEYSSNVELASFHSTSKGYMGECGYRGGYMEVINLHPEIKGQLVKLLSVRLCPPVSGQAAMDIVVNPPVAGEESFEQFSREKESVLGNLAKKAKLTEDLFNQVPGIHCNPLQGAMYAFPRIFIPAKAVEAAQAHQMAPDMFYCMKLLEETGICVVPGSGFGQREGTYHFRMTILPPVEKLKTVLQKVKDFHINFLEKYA
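Inhibition is scored from Amplex Red fluorescence generated when pyruvate oxidase and HRP act on pyruvate released by GPT2. Reactions contain 10ng/uL enzyme, 250uM a-KG and 2mM L-alanine and run 30 min at room temperature.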
NIH3T3 tox: kills NIH 3T3 cells. actives 4.3% (n = 94,000). NIH 3T3 viability, CellTiter-Glo ATP luminescence, 48-72 h. Potency, µM (top dose mostly 96.7 µM), without a hit: top-dose activity change, negative = cytotoxicity, usual class: inhibitors; note: potency is the fitted concentration of half-maximal effect; nearly all actives have a fitted effect of over 55% in size
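Mouse fibroblast NIH 3T3 cells, 400 per well, received compound via pintool and were incubated for 48 or 72 hr prior to CellTiter-Glo ATP luminescence measurement.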
Active calls of the source: *; i = inactive; ? = inconclusive; . = no result given; & = joins results of further samples; [ ] = another dose, or the depositor's remark. Unless noted, calls come from the whole dose curve; as a rule, active = well fitted curve in the direction sought with a large enough effect; inconclusive = small, poorly fitted or top-dose-only effect, or another doubt; inactive = no such curve, though single readings can be large; an effect the other way counts as inactive or inconclusive. Unless noted, % is set by controls: 0 for no effect and ±100 for the full control effect. An excerpt, so the mix of outcomes need not match the whole.

SMILES	SNCA expr inhib	SNCA viab count	FLuc inh	HEK cytotox	IP6K1 inh	GPT2 inhibitor	NIH3T3 tox
CC(C)NC(=O)N[C@H]1CCN2C(=O)c3ccccc3NC(=O)[C@@H]2C1	-8%[87.6 µM]	6%[87.6 µM]	1%[172 µM]	-21%[172 µM]	-1	-6%[88.5 µM]	-4%[174 µM]
COc1ccc(CCNC(=O)CS(=O)Cc2nc(-c3ccc(C)cc3)oc2C)c(OC)c1 (stereo not given)	-1%	-9%	.	.	-26*	.	.
COc1ccc(N2CCN(C(=O)COc3cccc(-c4nnc5n4CCCC5)c3)CC2)cc1	-22%	5%	13%	?	5	i	-13%
COc1cccc(C(=O)N2CCN(C(=O)c3nc4cccnc4n(Cc4ccccc4OC)c3=O)CC2)c1	5%	11%	.	i	-8	-22%	-5%
COc1ccccc1-c1cc(NC(=O)COc2ccccc2Cl)n(-c2ccccc2)n1	-13%	-4%	.	.	13	.	.
CCc1ccc(C(=O)CC2(O)C(=O)N(Cc3ccc(C)cc3)c3ccccc32)cc1 (stereo not given)	-19%	2%	.	.	-4	.	.
Cc1ccc(C(=O)N2[C@@H]3CC[C@H]2CC(NC(=O)c2cnc(C)cn2)C3)c(C)c1 (stereo not given in full)	-13%	2%	-3%	-18%	22	1%	-24%
CCc1ccc(NC(=O)CSc2nnc(-c3nonc3NC(C)=O)n2-c2ccccc2)cc1	8%	-11%	.	.	13	.	.
O=C(Cc1cc(F)c(F)c(F)c1)N1CCC(Cc2cccc(CO)c2)C1 (stereo not given)	19%	-1%	-24%	-29%	-9	i	?
CN1C[C@H](NC(=O)NC2(c3ccccc3)CCOCC2)CCC[C@@H](C(=O)N(C)Cc2cccnc2)CC1=O	-8%	-6%	2%	i	-2	5%	1%
Cc1noc(C)c1C1CCCN1C(=O)c1cccc(-n2cnnc2)c1 (stereo not given)	14%	3%	9%	i	12	i[11.5 µM]	2%
O=C(Cn1cccc1-c1nc(-c2ccc(F)cc2)no1)Nc1cc(F)cc(F)c1	-25%	3%	11%	-14%	1	i	-6%
CCn1c(CO)nnc1C1CC(NC(=O)c2nc(-c3ccccc3)[nH]c2C)C1 (stereo not given)	-1%	3%	5%	0%	23	5%[11.5 µM]	i
COCC(=O)NC[C@H]1O[C@H](Cc2cc(-c3ccccn3)on2)CC[C@@H]1O	44%[activator][87.6 µM]	0%[87.6 µM]	-5%[172 µM]	5%[172 µM]	8	-6%[88.5 µM]	4%[138 µM]
Cc1cccc(C(=O)Nc2nnc(SCc3cc(=O)n4cccc(C)c4n3)s2)c1	5%	15%	.	.	-12	.	.
CCN(C(=O)Cn1ncc2c1-c1cc(C)ccc1OC2)c1cc(Cl)ccc1OC	-18%	-20%	.	.	23	.	.
CCn1ccc2c(OCC(=O)NCc3ccc(C)cc3)cccc2c1=O	31%[activator]	0%	.	.	23	.	.
COc1ccc(CC(=O)NC2CCc3nnc(C4CC4)n3CC2)cc1 (stereo not given)	-6%	-8%	-1%	0%	10	i	-13%
Cc1nncn1C1CCN(S(=O)(=O)c2ccc(F)c(Cl)c2)CC1	-16%	7%	-9%	-19%	-8	-6%	-12%
CCCS(=O)(=O)N1CCC(N2C(=O)C(OC)C23CCOCC3)CC1 (stereo not given)	-4%	1%	2%	-4%	2	-1%	-1%
Cc1cccc(N2CCN(C(=O)Cc3c(C(=O)O)c(C)cn3C)CC2C)c1 (stereo not given)	24%	-5%	.	.	1	.	.
CC(C)CNC1(Cc2cc(-c3cccc(O)c3)on2)COC1	-7%[87.6 µM]	0%[87.6 µM]	-10%[172 µM]	-22%[172 µM]	17	3%[88.5 µM]	0%[174 µM]
CCOc1ccc(CN2CCN(c3nc(C)cc(NC)n3)CC2CCO)cc1 (stereo not given)	-12%	-18%	15%	?	4	5%[11.5 µM]	?
COc1ccc(C(O)C(=O)N2CCC3(CCC(=O)N(C4CC4)C3)CC2)cc1 (stereo not given)	10%	6%	-5%	3%	15	3%[11.5 µM]	0%
COC1CN(C2CCN(C(=O)c3cccnc3)CC2)C12CCOCC2 (stereo not given)	-19%	-3%	0%	i	-2	-22%	i

One compound at a time, from the list above.
CCn1c(CO)nnc1C1CC(NC(=O)c2nc(-c3ccccc3)[nH]c2C)C1 (stereo not given) as listed: SNCA expr inhib = -1%; SNCA viab count = 3%; FLuc inh = 5%; HEK cytotox = 0%; IP6K1 inh = 23; GPT2 inhibitor = 5%[11.5 µM]; NIH3T3 tox = i
O=C(Cc1cc(F)c(F)c(F)c1)N1CCC(Cc2cccc(CO)c2)C1 (stereo not given) as listed: SNCA expr inhib = 19%; SNCA viab count = -1%; FLuc inh = -24%; HEK cytotox = -29%; IP6K1 inh = -9; GPT2 inhibitor = i; NIH3T3 tox = ?
COCC(=O)NC[C@H]1O[C@H](Cc2cc(-c3ccccn3)on2)CC[C@@H]1O as listed: SNCA expr inhib = 44%[activator][87.6 µM]; SNCA viab count = 0%[87.6 µM]; FLuc inh = -5%[172 µM]; HEK cytotox = 5%[172 µM]; IP6K1 inh = 8; GPT2 inhibitor = -6%[88.5 µM]; NIH3T3 tox = 4%[138 µM]

More structures
SMILES	SNCA expr inhib	SNCA viab count	FLuc inh	HEK cytotox	IP6K1 inh	GPT2 inhibitor	NIH3T3 tox
COc1cccc(C(=O)N2CCC(=O)N(CCC#N)C[C@H]3COc4ccc(C)cc4[C@H]32)c1	.	.	.	-14%	-17	.	?
COC[C@@H]1[C@H](NC(=O)c2cc(-c3ccccc3OC)n[nH]2)[C@@H]2CCO[C@H]12	-14%	8%	0%	0%	27	i	-18%
CC(=O)Nc1ccc(C2(C(=O)NCc3ccccc3Cl)CCC2)cc1	-7%	2%	1%	-2%	6	-5%	0%
CCCS(=O)(=O)N1C[C@@H](Oc2ccccc2)C[C@H]1C(=O)NC	10%	-6%	-12%	-5%	-2	2%	-7%
COc1ccc(NC(=O)c2ccco2)cc1NC(=O)c1cc(Cl)ccc1OC	-21%	1%	.	.	36	.	.
COC(=O)CC[C@H]1CNC(=O)[C@@H]2[C@@H](CCN2Cc2csnn2)N1C	11%[87.6 µM]	-1%[87.6 µM]	3%[172 µM]	-1%[172 µM]	12	-34%[88.5 µM]	-19%[174 µM]
COc1ccc(NC(=O)O[C@@H]2CO[C@H]3[C@@H]2OC[C@@H]3NCc2ccc(-c3ccccc3)cc2)cc1	?	-9%	?	35µM*	-7	-15%	?
O=C(c1n[nH]c2ccccc12)N1CCC(N2C(=O)C(OCC3CC3)C23CCCCC3)CC1 (stereo not given)	-26%	-11%	-18%	?	-5	-12%	?
COc1ccc(C(=O)NCCc2noc(-c3ccncc3)n2)cc1	31%[activator]	-23%	-9%	3%	11	i	-10%
COc1ccc(CN2CCN(Cc3cc4ccccc4[nH]3)CC2CCO)c(C)c1C (stereo not given)	8%	3%	-6%	?	18	3%	?
O[C@H]1CC[C@@H](Cc2cc(COc3ccccc3)on2)O[C@@H]1CNCc1cccc(Cl)c1	8%	-6%	2%	?	1	-8%	?
Cc1cc(-c2ccnc(-c3nnc(C)n3CCN3CCOCC3)c2)ccn1	8%[87.6 µM]	-2%[87.6 µM]	-4%[172 µM]	-6%[172 µM]	4	i	89µM*
CCOC(=O)C1CCCCN1C(=O)c1oc2c(Cl)cc(C)cc2c1C (stereo not given)	?	-15%	-26%	-14%	3	-10%	-8%
O[C@@H]1CC(CNC2CCC2)(COc2cnccn2)C[C@@H]1O (stereo not given in full)	-12%[87.6 µM]	4%[87.6 µM]	7%[172 µM]	1%[172 µM]	-4	-7%[88.5 µM]	5%[174 µM]
COC(=O)N1CCC2(CC1)C(=O)NN=C2c1ccncc1	8%[87.6 µM]	9%[87.6 µM]	-10%[172 µM]	-19%[172 µM]	-13	2%[88.5 µM]	-14%[138 µM]
CC(C)(C)c1ccc(C(=O)CCCN2CCC(OC(c3ccccc3)c3ccccc3)CC2)cc1	-14%	-21%	.	.	-3	2%&2%	.
COCCC(=O)N1C[C@@H]2CCCN3CCC[C@@H]([C@H]23)[C@H]1CCCC(=O)NCC1CC1	-24%	-14%	-21%	-1%	10	i	i
CCc1ccccc1NC(=O)CN1C(=O)c2cccnc2Sc2ccccc21	1%	-18%	.	.	-3	.	.
COCCNc1nc(-c2c(C)noc2C)cc2cc(C(C)C)oc12	51%[activator][87.6 µM]	-13%[87.6 µM]	-6%[172 µM]	71µM*	15	i	?
CS(=O)(=O)c1cnc(NC2CCCC2)nc1C1CCCNC1 (stereo not given)	85%[activator]	2%	-5%	4%	44	-2%[11.5 µM]	4%
O=C(O)CCCCn1c(SCC(=O)Nc2ccccc2C(F)(F)F)nc2ccsc2c1=O	-3%	5%	.	.	-9	.	.
CN1CCC(C(=O)N2Cc3ccccc3CC3(CCN(C)C3)C2)CC1 (stereo not given)	14%	-1%	.	-5%	-5	1%	i
CC(C)CCOc1ccc(Oc2nc(N(C)C)nc(N(C)C)n2)nn1	3%	2%	.	.	-18	.	.
COc1ccc(C(=O)N2CCc3nc(-c4ccc(Cl)cc4)nc(-c4ccccc4)c3C2)cc1	-15%	-2%	3%	40µM*	-8	i	?
Cc1ccc(-c2nccc3c(=O)cc(-c4cn[nH]c4)oc23)cc1	16%[87.6 µM]	-13%[87.6 µM]	-1%[172 µM]	-22%[172 µM]	-19	-3%[88.5 µM]	?
Going on with the list:
SMILES	SNCA expr inhib	SNCA viab count	FLuc inh	HEK cytotox	IP6K1 inh	GPT2 inhibitor	NIH3T3 tox
NCCCC(=O)N1CCN(C2CCNCC2)C(=O)C1	41%[activator]	-5%	.	i	12	i	2%
CC1CCN(S(=O)(=O)c2ccc3c(c2)N(CC(=O)NCCCOC(C)C)C(=O)CO3)CC1	-8%	-6%	.	.	1	.	.
Cn1cc(-c2cc(=O)c3ccnc(Nc4ccc5[nH]ccc5c4)c3o2)cn1	-6%[87.6 µM]	-15%[87.6 µM]	?	?	-38*	i	?
Cc1ccc2nc(NC(=O)c3nc(SCc4ccccc4C)ncc3Cl)sc2c1	-7%	-1%	.	.	13	.	.
Cn1cc(-c2cnc3[nH]cc(CC(=O)NCc4ccncc4)c3c2)cn1	-5%[87.6 µM]	7%[87.6 µM]	3%[172 µM]	-10%[172 µM]	-13	1%[88.5 µM]	?
COc1ccc(-c2[nH]ncc2C(=O)NCc2cccc(F)c2)cc1	-14%	5%	.	.	-12	.	.
CC(C)(C)C(=O)N1CCN(CCC(=O)Nc2ccc(C(N)=O)cc2)CC1	10%	7%	-2%	i	11	i	i
COc1ccc(S(=O)(=O)NCCNc2cc(C)nc3ccnn23)cc1	1%	-19%	-2%	1%	13	-2%	-24%
COc1ccccc1C(=O)NC1CCN(c2ccnc3ccnn23)CC1	?	2%	.	?	-4	4%	?
O=C(CCC[C@H]1NC[C@@H]2CC1CN(Cc1ccccc1)C2)N1CCC(N2CCCCC2)CC1	15%	-9%	-1%	-1%	6	-6%	i
CC(C)NC(=O)c1cc(-c2ccc(Cl)nc2)nc2c1cnn2C	35%[activator]	-1%	.	?	-12	-41%	22µM*
CC(=O)c1[nH]c(C)c(C(=O)N2CCN3C(=O)CNC(=O)C3C2)c1C (stereo not given)	-26%	1%	-3%	i	8	-15%[11.5 µM]	-13%
